# HCMV inh: blocks human cytomegalovirus replication | activity change, negative = inhibition, % at 57.5 µM | 4.5% of 410,000 active | HFF cells, HCMV-luciferase reporter, 72 h; stronger effect = lower value; in the data active means activity change below about -60%; inconclusive means no clear call, values can overlap the other calls; inactive means above about -39%
#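 Two compound doses tested in HFFs infected with HCMV-luciferase, MOI 1 PFU/cell, 72 h at 37C. Lysate luminescence read with OneGlo; data normalized against buffer-only and 10uM Salinomycin inhibitor controls.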
# AmpC detergent: inhibitors of E. coli AmpC beta-lactamase with detergent. AID 485294. AmpC hydrolysis of nitrocefin, absorbance 480 nm, 0.01% Triton. Potency, µM (series often up to 114 µM), without a hit: top-dose activity change, negative = inhibition, usual class: inhibitors. 0.041% of 370,000 active. P00811;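 further: potency means the concentration at half of the fitted maximal effect; 0% = no-compound wells and -100% = no-enzyme wells; nearly all actives have a fitted effect of over 25% in size; some results filed as inactive show a strong effect at the top dose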
# Target sequence (P00811 whole entry, looked up): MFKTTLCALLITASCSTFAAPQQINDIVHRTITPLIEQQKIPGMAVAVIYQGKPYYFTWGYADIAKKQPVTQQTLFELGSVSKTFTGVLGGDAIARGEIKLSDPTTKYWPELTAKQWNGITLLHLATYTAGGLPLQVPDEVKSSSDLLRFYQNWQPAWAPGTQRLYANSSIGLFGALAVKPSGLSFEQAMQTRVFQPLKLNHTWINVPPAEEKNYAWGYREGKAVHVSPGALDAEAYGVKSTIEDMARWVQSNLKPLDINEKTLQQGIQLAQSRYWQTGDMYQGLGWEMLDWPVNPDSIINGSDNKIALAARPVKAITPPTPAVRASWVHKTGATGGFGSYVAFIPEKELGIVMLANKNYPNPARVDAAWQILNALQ
#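 20 mM phosphate pH 7.0 + 0.01% (detergent screen) or 0.0001% Triton X-100; 5.3 nM AmpC reagent; cpd preinc 15 min RT; nitrocefin (800 uM stock) to start; A480 q20 s × 4 min; Activity was normalised to no-enzyme and no-compound control wells.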
# Sm TGR block: S. mansoni TGR enzyme inhibition | 3% of 360,000 active | Q962Y6 | Potency, µM (titrated, usually from 114 µM), for inactives: at the highest dose activity change, negative = inhibition, hits mostly inhibitors | purified TGR, DTNB reduction, TNB absorbance 405 nm; further: potency means the concentration at half of the fitted maximal effect; nearly all actives have a fitted effect of over 60% in size
#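 First, TGR (20 nM dispensed) and NADPH were mixed with compound. Second, a 15 min room-temperature incubation followed. Third, further NADPH and then DTNB were added to start the reaction. Finally, TNB absorbance was monitored kinetically.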
# AmpC no deterg: inhibitors of E. coli AmpC beta-lactamase without detergent; P00811; AmpC nitrocefin hydrolysis, absorbance 480 nm, 0.0001% Triton; Potency, µM (doses to about 57.1 µM), inactives show top-dose activity change, negative = inhibition, hits mostly inhibitors; 0.52% of 330,000 active;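 further: potency means the concentration at half of the fitted maximal effect; plate controls were no compound for no effect and no enzyme for full effect; nearly all actives have a fitted effect of over 20% in size; some results filed as inactive show a strong effect at the top dose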
#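 20 mM phosphate pH 7.0 + 0.01% (detergent screen) or 0.0001% Triton X-100; 5.3 nM AmpC reagent; cpd preinc 15 min RT; nitrocefin (800 uM stock) to start; A480 q20 s × 4 min; Activity was normalised to no-enzyme and no-compound control wells.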
# HCV inhibitor: blocks hepatitis C virus; Potency, µM (titrated, usually from 41.8 µM), without a hit: top-dose activity change, negative = inhibition, actives largely listed as inhibitors; Huh7.5.1 HCVcc-Cre infection, luciferase reporter, 44 h; 3.4% of 340,000 active; AID 651820; further: potency means the concentration at half of the fitted maximal effect
#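 Infectious HCV cell culture screen: compound-treated cells (1,000/well, pre-plated 4 h) are infected with HCVcc-Cre at roughly 0.5 moi and grown 44 h. Infection is quantified by luciferase signal after 15 min substrate incubation at room temperature.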
# Giardia FBPA inh: Giardia lamblia aldolase inhibition; A8B2U2; purified Giardia FBPA; Potency, µM (titrated, usually from 59.6 µM), for inactives: top-dose activity, negative = inhibition, usual class: inhibitors; 0.71% of 290,000 active; further: potency means the concentration at half of the fitted maximal effect; nearly all actives have a fitted effect of over 55% in size
# Target sequence (A8B2U2 whole entry, looked up): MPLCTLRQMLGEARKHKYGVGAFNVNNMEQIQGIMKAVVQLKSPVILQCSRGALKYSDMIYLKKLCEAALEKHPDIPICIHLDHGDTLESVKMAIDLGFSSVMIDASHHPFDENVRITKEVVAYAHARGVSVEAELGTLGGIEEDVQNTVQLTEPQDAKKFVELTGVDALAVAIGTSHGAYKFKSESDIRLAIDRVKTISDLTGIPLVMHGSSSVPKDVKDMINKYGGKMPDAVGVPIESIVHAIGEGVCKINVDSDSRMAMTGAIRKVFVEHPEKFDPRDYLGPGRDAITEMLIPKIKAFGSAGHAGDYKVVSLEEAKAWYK
#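 40 nM FBPA preincubated 10 min at RT with compound (up to 57.5 uM final), then substrate plus GAPDH/TPI/NAD/arsenate coupling and diaphorase/resazurin added. Fluorescence read after 20 min at RT, 525/598 nm.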
# Active calls of the source: *; ? = inconclusive; / = not tested or not shown; & = joins results of further samples; [ ] = another dose, or the depositor's remark. Unless noted, the call rests on the fitted dose curve; in most records, active means well fitted curve in the direction sought with a large enough effect; inconclusive means small, poorly fitted or top-dose-only effect, or another doubt; inactive means no such curve, though single readings can be large; an effect the other way counts as inactive or inconclusive. Unless noted, on the % scale 0 is the no-effect control and ±100 the full control effect. No enrichment for hits (roughly 9.9% active in at least one column).
SMILES,HCMV inh,AmpC detergent,Sm TGR block,AmpC no deterg,HCV inhibitor,Giardia FBPA inh
COc1ccc(CNC(=O)c2ccc(CS(=O)Cc3ccccc3Cl)o2)cc1 (configuration not stated),?,22%,-17%,/,/,/
N#Cc1ccc(OCc2nnc(SCC(=O)N3CCCc4ccccc43)n2-c2ccccc2)cc1,-3,-2%,0%,80%[activator],-8%,0%
CCOc1cc(C)c(C(C)C)cc1S(=O)(=O)N1CCN(C)CC1,-38,0%,-2%,78%[activator],-15%,8%
CC1(C)Cc2ccccc2-c2nnc(SCC(=O)N3CCN(c4ccccc4)CC3)n21,-92*,5%,9%,48%,?,5%
CC(=O)c1c(NC(=O)C(C)C)nc(C)nc1-c1ccccc1,-8,-2%,38%[activator],-16%,-4%,-20%
CC(C)(C)NC(=O)CSc1nc2ccc(NC(=O)CSc3nnnn3Cc3ccccc3)cc2s1,-77*,1%,-9%,-30%,2µM*,-2%
CC(=O)N1CCCc2cc(S(=O)(=O)N3CCCC(C(=O)NCc4ccc(Cl)cc4)C3)ccc21 (configuration not stated),0&-39,-1%&6%,-1%&2%,83%[activator],14µM*,6%
CC(C)(O)c1cc2ccccc2c(=O)o1,7,/,/,-9%,16%,/
O=C1CC(N2CCN(Cc3ccccc3)CC2)C(=O)N1c1ccc2c(c1)OCCO2 (configuration not stated),26,-1%,56µM*,-15%,-8%,-6%
CCN1CCN(c2nc3c(C)cccn3c(=O)c2/C=C(\C#N)S(=O)(=O)c2ccccc2)CC1,26,?,-1%,-22%,16%&-5%,2%
COC(=O)CNC(=S)NC(=O)c1ccc(C(C)(C)C)cc1,-6,6%,/,-9%,4%,-7%
C=CCn1c(N)c(C(=O)NCC2CCCO2)sc1=S (configuration not stated),-62*,3%,-25%,-17%,1%,4%
Cn1c(SCC(=O)NCc2ccc3c(c2)OCO3)nnc1C1COc2ccccc2O1 (configuration not stated),26,?,0%,-20%,-1%,3%
COc1ccc(C(=O)NC(CC(=O)O)c2cc([N+](=O)[O-])ccc2Cl)c(SC)c1 (configuration not stated),-19,-5%,-2%,-18%,21%,?
CN(C)c1c(N)[nH]c2c(c1=O)c(=O)n(C)c(=O)n2C,-20,-13%,-2%,-18%,-3%,0%

# Two consecutive entries already listed, for reference:
SMILES,HCMV inh,AmpC detergent,Sm TGR block,AmpC no deterg,HCV inhibitor,Giardia FBPA inh
COc1ccc(CNC(=O)c2ccc(CS(=O)Cc3ccccc3Cl)o2)cc1 (configuration not stated),?,22%,-17%,/,/,/
N#Cc1ccc(OCc2nnc(SCC(=O)N3CCCc4ccccc43)n2-c2ccccc2)cc1,-3,-2%,0%,80%[activator],-8%,0%

# New compounds follow:
SMILES,HCMV inh,AmpC detergent,Sm TGR block,AmpC no deterg,HCV inhibitor,Giardia FBPA inh
Cc1ccc(NC(=O)COC(=O)Cn2ccc(=O)[nH]c2=O)cc1C,-1,/,/,0%,18%,/
O=C(O)Cn1c(SC2CCCCC2)nc2ccccc21,27,-10%,3%,1%,2%,5%
O=C1C=CN(C(=O)Oc2ccccc2)CC1,-2,-13%,1%,-11%,5%,5%
CN(C(=O)COC(=O)c1ccccc1SCC(=O)NC1CCCCCCC1)C1CCS(=O)(=O)C1 (configuration not stated),?,-7%,-9%,27%,0%,4%
O=C(Cn1cc2c(n1)CCCCC2)NC1CCCCCC1,59,-5%,-1%,-15%,6%,6%
CCN1CCC(N(Cc2cccc(OC)c2)C(=O)Nc2cccc(C(F)(F)F)c2)CC1,-12,-6%,1%,/,/,/
CCOc1ccccc1CNC(=O)c1cc2n(n1)CCCN(Cc1ccc(C)cc1)C2=O,-15,-5%,9%,/,/,/
O=C(CN(Cc1ccco1)C(=O)CNS(=O)(=O)c1ccccc1)NC1CCCCC1,1,?,0%,-4%,6%,1%
O=[N+]([O-])c1ccc(S(=O)(=O)NCC(c2cccnc2)N2CCc3ccccc32)cc1 (configuration not stated),2,?,-5%,-23%,18%,/
COc1ccc(-c2c3c(=O)n(C)c(=O)n(C)c3cn2NC(C)=O)cc1,21,-9%,0%,-13%,10%,-6%
COc1ccc(N2CCN(c3ncnc4nc[nH]c34)CC2)cc1,1,-11%,-5%,-21%,-11%,-5%
O=C(Nc1ccccc1F)C(Cc1ccccc1)N1Cc2ccccc2C1=O (configuration not stated),-13,23%,5%,/,/,/
OCCN1CCN(C(=S)Nc2ccccc2)CC1,75,?,0%,-2%,5%,?
COc1ccc(CNC(=O)[C@H](C)NC(=O)[C@@H]2Cc3ccccc3CN2)cc1,-4,0%,-9%,-7%,-2%,?
Cc1nnc(N2CCCC(C(=O)NCCN(C)C)C2)c2nn(-c3ccccc3)c(C)c12 (configuration not stated),?,2%,39%[activator],/,/,/
CC1CCCN(CCCN2C(=O)C3C(C(=O)Nc4cccc(Cl)c4)C4C=CC3(O4)C2C(=O)NC2CCCCC2)C1 (configuration not stated),35,?,-1%,16%,2%,1%
Cc1ccccc1Nc1c(F)c(F)c(F)c(F)c1C(=O)O,-31,-10%,-17%,-17%,9%,13%
CC1Cc2ccccc2N1Cc1cc(=O)n2ccsc2n1 (configuration not stated),32,-7%,22µM*,17%,?,?
CCOC(=O)c1ccc2c(c1)[n+](CC)c(C)n2-c1ccccc1,-33,-7%,/,-17%,-6%,2%
S=c1[nH]nc(CCc2ccc(Cl)cc2)o1,18,?,-8%,-14%,4%,1%
COc1ccc(-n2nc([N+](=O)[O-])c(=NCCc3ccc(OC)c(OC)c3)n2O)cc1,?,-1%,35µM*,-3%,13µM*,-9%
S=c1[nH]nc(C2CCCCC2)n1/N=C/c1ccccc1Br,?,-10%,0%,-13%,14%,15%
CC(=O)OCC(=O)[C@@]1(O)CCC2C3CCC4=CC(=O)CCC4(C)C3C(=O)CC21C (some centres not stated),-27,1%,5%,-15%,10%,-11%
COc1ccc(OC)c(NC(=O)Nc2cccnc2)c1,4,-5%,3%,-3%,-1%,/
Cc1cc(Cl)c2oc(C(=O)N3CCN(C4CCS(=O)(=O)C4)CC3)c(C)c2c1 (configuration not stated),-23,-1%,-4%,112%[activator],6%,3%
CCCCn1nnnc1NCc1cccc(OC)c1OC,3,-12%,-23%,1%,-3%,5%
Cc1ccc(NC(=S)N(CCCN2CCCC2)Cc2cccn2Cc2ccc(Cl)cc2)cc1C,-25,6%,3%,-6%,?,-12%
O=C(Nc1ccc(F)c(Cl)c1)N1CCC(CN2CCOCC2)CC1,-11,15%,1%,/,/,/
Cc1cc(CN(C)C(=O)CC2C(=O)NCCN2CC(c2ccccc2)c2ccccc2)on1 (configuration not stated),13,1%,-1%,2%,4%,3%
O=C(NCc1cccc(C(F)(F)F)c1)c1ccc[nH]1,-25,-19%,9%,-8%,19%,-2%

# At a glance, part of the list above.
SMILES,HCMV inh,AmpC detergent,Sm TGR block,AmpC no deterg,HCV inhibitor,Giardia FBPA inh
Cc1ccccc1Nc1c(F)c(F)c(F)c(F)c1C(=O)O,-31,-10%,-17%,-17%,9%,13%
CC1Cc2ccccc2N1Cc1cc(=O)n2ccsc2n1 (configuration not stated),32,-7%,22µM*,17%,?,?
CCOC(=O)c1ccc2c(c1)[n+](CC)c(C)n2-c1ccccc1,-33,-7%,/,-17%,-6%,2%
S=c1[nH]nc(CCc2ccc(Cl)cc2)o1,18,?,-8%,-14%,4%,1%
COc1ccc(-n2nc([N+](=O)[O-])c(=NCCc3ccc(OC)c(OC)c3)n2O)cc1,?,-1%,35µM*,-3%,13µM*,-9%
S=c1[nH]nc(C2CCCCC2)n1/N=C/c1ccccc1Br,?,-10%,0%,-13%,14%,15%
CC(=O)OCC(=O)[C@@]1(O)CCC2C3CCC4=CC(=O)CCC4(C)C3C(=O)CC21C (some centres not stated),-27,1%,5%,-15%,10%,-11%
COc1ccc(OC)c(NC(=O)Nc2cccnc2)c1,4,-5%,3%,-3%,-1%,/
Cc1cc(Cl)c2oc(C(=O)N3CCN(C4CCS(=O)(=O)C4)CC3)c(C)c2c1 (configuration not stated),-23,-1%,-4%,112%[activator],6%,3%
CCCCn1nnnc1NCc1cccc(OC)c1OC,3,-12%,-23%,1%,-3%,5%
Cc1ccc(NC(=S)N(CCCN2CCCC2)Cc2cccn2Cc2ccc(Cl)cc2)cc1C,-25,6%,3%,-6%,?,-12%
O=C(Nc1ccc(F)c(Cl)c1)N1CCC(CN2CCOCC2)CC1,-11,15%,1%,/,/,/
Cc1cc(CN(C)C(=O)CC2C(=O)NCCN2CC(c2ccccc2)c2ccccc2)on1 (configuration not stated),13,1%,-1%,2%,4%,3%
O=C(NCc1cccc(C(F)(F)F)c1)c1ccc[nH]1,-25,-19%,9%,-8%,19%,-2%

# Next compounds.
SMILES,HCMV inh,AmpC detergent,Sm TGR block,AmpC no deterg,HCV inhibitor,Giardia FBPA inh
COc1ccc2oc(=O)c(C(=O)N3CCN(C(=O)c4ccco4)CC3)cc2c1,8,4%,40µM*,7%,25%,0%
C[C@H](CO)N1C[C@H](C)[C@@H](CN(C)S(=O)(=O)c2ccc(F)cc2)Oc2c(NC(=O)Cc3ccccc3)cccc2C1=O,-23,/,/,206%[activator],?,/
CN1CCN(C(=O)/C=C/c2ccc(C#N)cc2)CC1,-32,-14%,0%,-7%,24%,13%
O=C(CCn1c(=O)oc2ccc(Cl)cc21)NCCCN1CCOCC1,14,-1%,-6%,2%,0%,/
CC(C)[C@H](NC(=O)c1ccc(F)cc1)C(=O)N(C)Cc1cccs1,-4,?,-1%,-12%,-15%,/
Cc1cc(C(=O)COC(=O)c2cccc(NS(C)(=O)=O)c2)c(C)n1CC1CCCO1 (configuration not stated),-27,/,/,-10%,?,/
COc1ccc(Cl)cc1NC(=O)Nc1cnccn1,-85*,-9%,2%,-24%,?,5%
Cc1ccc(C)c(NC(=O)C2CCCN2/C=C/C(=O)C(F)(F)F)c1 (configuration not stated),28,?,-1%,-7%,?,-1%
C[n+]1cccc2cccc([O-])c21,-22,-6%,50µM*,-7%,16%,0.45µM*
CCOC(=O)c1c(NC(=O)Cn2nc(C(=O)O)c3ccccc3c2=O)sc2c1CCC(C)C2 (configuration not stated),-28,-4%,0%,-31%,-10%,-1%
CCc1cccc(-n2nnc(-c3nc(-c4cccs4)no3)c2N)c1,15,-13%,1%,/,/,/
O=C(NNS(=O)(=O)c1ccccc1Cl)c1nn(-c2ccc(F)cc2)ccc1=O,13,-2%,8%,-4%,23%,-5%
CCC(C)NS(=O)(=O)c1ccc(OCC(=O)N2CCC(C)CC2)cc1 (configuration not stated),21,4%,0%,10%,-7%,-1%
COc1ccc(Cl)cc1N1CC(c2nc3ccccc3[nH]2)CC1=O (configuration not stated),-99*,-3%,-1%,0%,-10%,-1%
CC(C)c1nn2c(=O)cc(COC(=O)c3ccc(NC(=O)c4ccccc4Cl)cc3)nc2s1,-19,7%,22%,/,/,/
C=C(C)C(=O)Nc1ccc(OC(F)(F)C(F)F)c(NC(=O)C(=C)C)c1,-8,-3%,7%,-8%,-23%,-5%
Cc1ccc(S(=O)(=O)N2CCC(C(=O)OC(C)C(=O)N(C)c3ccccc3)CC2)cc1C (configuration not stated),-24,-3%,-2%,158%[activator],?,/

# Screening data: PubChem BioAssay, National Center for Advancing Translational Sciences (NCATS)
